Compound activity from PubChem BioAssay.
Tau ThT inhib: tau fibrillization inhibition (ThT binding); P10636; recombinant tau K18 P301L, heparin-induced fibrillization, ThT fluorescence; Potency, µM (doses to about 57.4 µM), for inactives: at the top dose activity, negative = inhibition, usual class: inhibitors; hit rate 2.1% among 270,000; AID 1460; further: on the % scale 0 is the no-effect control and ±100 the full control effect; nearly all actives have a fitted effect of over 55% in size
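In this qHTS, human K18 P301L tau is incubated with compound and heparin for 6 hr at 37 C, and Thioflavin T fluorescence then reports fibril load.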
Tau fibril FP: inhibitors of human tau fibril formation; P10636; K18 P301L tau heparin fibrillization, Alexa594 FP, 6 h; hit rate 0.39% among 280,000; Potency, µM (top dose mostly 57.7 µM), for inactives: top-dose activity, negative = inhibition, usual class: inhibitors; further: on the % scale 0 is the no-effect control and ±100 the full control effect; nearly all actives have a fitted effect of over 55% in size
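FP of Alexa 594-tau after heparin (20 uM) induction. Substrate: human K18 P301L, 15 uM unlabeled, 0.24 uM labeled. Buffer 100 mM sodium acetate pH 7. 6 hr, 37 C.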
HTT cytoprotect: protects HTT-Q103 PC12 cells, measured by ATP | hit rate 0.14% among 230,000 | AID 1471 | Potency, µM (doses to about 56.4 µM), for inactives: cytoprotection (ATP increase), actives largely listed as activators | PC12 HTT-Q103 induced, cytoprotection, ATP luminescence, 40 h;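 further: % of control where 0% means no effect; nearly all actives have a fitted effect of over 45% in size; toxic huntingtin expression switched on by the ecdysone agonist tebufenozide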
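Cells were plated at 1500 per well in phenol red-free DMEM with 5% equine and 5% calf serum. Tebufenozide (100 nM final) and compounds were added, then ATPlite reagent, and luminescence was read.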
Tau fluor cs: counter-screen for tau fibril formation inhibitors; Potency, µM (highest dose often 57.7 µM), for inactives: top-dose activity change, negative = decrease; hit rate 0.93% among 280,000; tau K18 P301L (four-repeat tau fragment) Alexa594 fluorescence, heparin fibrillization; AID 1463; further: on the % scale 0 is the no-effect control and ±100 the full control effect; nearly all actives have a fitted effect of over 55% in size
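Human K18 P301L tau (15 uM unlabeled plus 0.24 uM Alexa 594-labeled, final) in 100 mM sodium acetate pH 7 was mixed with compound and 20 uM heparin and incubated 6 hr at 37 C.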
ALDH1A1 block: inhibitors of human aldehyde dehydrogenase 1A1. Purified ALDH1A1, NADH fluorescence, propionaldehyde substrate. Potency, µM (series often up to 75.3 µM), for inactives: at the highest dose activity, negative = inhibition, hits mostly inhibitors. hit rate 7.3% among 220,000. AID 1030; active means well fitted inhibition curve with a large enough effect, not every such curve was filed as active; inconclusive means small, poorly fitted or top-dose-only effect, or another doubt; inactive means no such curve, though single readings can be large or run the other way;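 further: plate controls were no enzyme wells and a reference inhibitor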
Target sequence (P00352 whole entry, looked up): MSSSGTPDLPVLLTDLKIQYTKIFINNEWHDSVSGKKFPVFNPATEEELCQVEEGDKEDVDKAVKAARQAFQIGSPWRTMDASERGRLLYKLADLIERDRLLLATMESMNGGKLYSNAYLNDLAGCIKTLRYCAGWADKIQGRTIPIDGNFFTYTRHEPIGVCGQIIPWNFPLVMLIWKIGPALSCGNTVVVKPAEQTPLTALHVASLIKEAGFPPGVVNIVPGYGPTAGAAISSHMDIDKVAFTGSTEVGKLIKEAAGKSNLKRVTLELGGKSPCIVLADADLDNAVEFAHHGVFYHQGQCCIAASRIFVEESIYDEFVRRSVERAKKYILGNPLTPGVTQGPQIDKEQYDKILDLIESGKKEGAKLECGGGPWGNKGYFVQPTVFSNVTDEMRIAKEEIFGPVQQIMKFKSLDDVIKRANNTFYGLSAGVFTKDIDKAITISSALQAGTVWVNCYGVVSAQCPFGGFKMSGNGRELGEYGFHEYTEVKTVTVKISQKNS
HTT aggregate: reduces HttQ103-GFP aggregates in PC12 cells. PC12 HttQ103-GFP aggregates, Acumen cytometry, 40 h. AID 1688. hit rate 1.1% among 220,000. Potency, µM (titrated, usually from 46.1 µM), for inactives: at the highest dose activity change, negative = inhibition, usual class: inhibitors; further: on the % scale 0 is the no-effect control and ±100 the full control effect; nearly all actives have a fitted effect of over 60% in size
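Steps: seed 1500 PC12 HTTQ103-GFP cells/well; add tebufenozide, 100 nM final; add compound titration; add ATPLite reagent; quantify GFP aggregates by laser scanning cytometry.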
KDM4E inh: blocks human JMJD2E demethylase activity. JMJD2E catalytic domain, FDH-coupled NADH fluorescence (FDH is formaldehyde dehydrogenase). Potency, µM (top dose mostly 57.1 µM), inactives show at the highest dose activity change, negative = inhibition, hits mostly inhibitors. hit rate 1.6% among 230,000. AID 2147; active means well fitted inhibition curve with a large enough effect, not every such curve was filed as active; inconclusive means small, poorly fitted or top-dose-only effect, or another doubt; inactive means no such curve, though single readings can be large or run the other way;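 further: 0% = wells with enzyme and -100% = buffer wells without enzyme; nearly all actives have a fitted effect of over 50% in size; many of its hits are not listed in these tables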
Target sequence (B2RXH2 1-337 limits assumed): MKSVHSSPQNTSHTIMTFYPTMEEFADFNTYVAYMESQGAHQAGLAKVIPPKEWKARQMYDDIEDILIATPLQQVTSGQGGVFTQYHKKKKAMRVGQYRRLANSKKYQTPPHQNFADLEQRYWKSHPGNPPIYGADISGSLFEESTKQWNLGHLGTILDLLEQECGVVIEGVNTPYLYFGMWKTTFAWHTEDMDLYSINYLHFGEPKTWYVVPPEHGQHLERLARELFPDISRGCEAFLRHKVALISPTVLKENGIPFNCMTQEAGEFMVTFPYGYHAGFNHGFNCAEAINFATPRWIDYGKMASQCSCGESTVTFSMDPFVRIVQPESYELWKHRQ
SMN2 splice up: increases expression of the SMN2 splice variant; HEK293 SMN2-luciferase splicing reporter, luminescence, 30-36 h; Potency, µM (highest dose often 46.1 µM), inactives show at the highest dose activity change, positive = activation, hits mostly activators; hit rate 2.8% among 210,000; AID 1458; further: % of control where 0% means no effect; nearly all actives have a fitted effect of over 55% in size
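HEK293 cells carry an SMN2 minigene-luciferase reporter in which exon 7 inclusion puts luciferase in frame. Cells were seeded at 2000 cells/well, attached for 10-12 hours, then exposed to compounds for 30-36 hours at 37C before ONE-Glo luminescence.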
Active calls of the source: *; ? = inconclusive; . = not tested or not shown; & = joins results of further samples; [ ] = another dose, or the depositor's remark. Unless noted, the call rests on the fitted dose curve; in most records, active means well fitted curve in the direction sought with a large enough effect; inconclusive means small, poorly fitted or top-dose-only effect, or another doubt; inactive means no such curve, though single readings can be large; an effect the other way counts as inactive or inconclusive. Potency means the concentration at half of the fitted maximal effect. Some of the compounds tested, so the mix of outcomes need not match the whole.

SMILES	Tau ThT inhib	Tau fibril FP	HTT cytoprotect	Tau fluor cs	ALDH1A1 block	HTT aggregate	KDM4E inh	SMN2 splice up
Cc1[nH]n(C(N)=S)c(=O)c1C(c1ccccc1)C(C#N)C#N (stereo unspecified)	?	-7%	-30%[10 µM]	-21%	32µM*	26%	-6%	20%
COc1ccc(CCc2nc(C)ccc2O)cc1	-9%&-12%	3%&14%	-7%[10 µM]	-11%&-5%	-9%	0%&-7%	?	21%&21%
CC1CN(S(=O)(=O)c2ccc(NC(=O)CCCN3C(=O)c4ccccc4C3=O)cc2)CC(C)O1 (stereo unspecified)	1%	-6%	2%	-5%	?	2%	-8%	-25%
COc1ccccc1CN(C)C(=O)C1COc2ccccc2O1 (stereo unspecified)	-9%	6%	9%	-3%	-3%	-10%	-1%	6%
CCCN(Cc1nc(-c2ccc(Cl)cc2)no1)CC1CCCO1 (stereo unspecified)	?	2%	?	-22%	-4%	11%[9.22 µM]	-3%	.
CNc1nc(-c2ccccc2)cc(C(F)(F)F)c1C#N	-1%	-12%	-13%	-3%	?	1%	?	1%
Cc1ccc2c(CC(=O)Nc3ccc(S(=O)(=O)N4CCCCC4C)cc3)coc2c1C (stereo unspecified)	13%	?	.	?	.	.	.	4%
CCOC(=O)COn1c2c(c3c4no[n+]([O-])c4ccc31)CCCC2	-6%	-1%	-10%[0.074 µM]	-6%	1%	-14%	8%	?
COCCCNCC1C(Oc2ccc(Cl)cc2)C(=O)N1c1ccccc1C (stereo unspecified)	5%	9%	25%[10 µM]	-2%	?	15%	18%	-24%
CCOC(=O)c1nnn(-c2nonc2N)c1CN1CCc2ccccc2C1	-2%	8%	-14%[10 µM]	-11%	?	-7%	-6%	0%
COc1ccc(-c2cc(C(F)(F)F)nc(SCC(=O)N(C)Cc3cn(C)nc3C)n2)cc1OC	-1%	5%	0%[10 µM]	0%	?	-15%	-5%	-8%
Cc1cc(-c2n[nH]c(=S)n2/N=C/c2ccc(C)o2)n[nH]1	-13%	0%	-3%[10 µM]	-9%	.	8%[9.22 µM]	2%	.
CCOc1cc(NC(=S)Nc2ccccc2)c(OCC)cc1NC(=O)c1ccc(OC)cc1	?	12%	-26%	?	22µM*	5%	-17%	-19%
O=C(CCNC(=O)c1ccco1)Nc1ccc(SC(F)F)cc1	?	9%	0%[10 µM]	-5%	13%	5%	11%	3%
Cc1nnc(NC(=O)CCC(=O)N2CCN(CCc3ccccc3)CC2)s1	-1%	1%	-8%	6%	3%	-1%[9.22 µM]	5%	-2%
CCCCCCc1cc2cc(C(=O)OCC)c(=O)oc2cc1O	-15%	0%	6%[10 µM]	-17%	.	-11%[9.22 µM]	?	.
COC(=O)C1CCCN1C(C(=O)NC1CCCCC1)c1ccc(Cl)cc1 (stereo unspecified)	-7%	-3%	-14%	-8%	7%	7%	-3%	-11%
O=C(NNC(=O)C1CC=CCC1C(=O)O)c1cccs1 (stereo unspecified)	-4%	-4%	-28%	-4%	-2%	16%	3%	.
CC(C)n1c(Nn2cnnc2)nc2ccccc21	-2%	1%	-23%[10 µM]	2%	4%	4%	4%	1%
Cc1cc(C(=O)N/N=C/c2cccc(OC(=O)c3ccco3)c2)n[nH]1	-10%	2%	-9%	-2%	26%	11%	-9%	?
N#C/C(=N/Nc1ccccc1[N+](=O)[O-])C(N)=S	.	5%	1%[10 µM]	?	.	-37%[9.22 µM]	7%	.
CN(C)/C=C(\C(=O)c1ccc(F)cc1F)c1nnnn1-c1ccccc1	-7%	5%	.	0%	?	-15%	5%	3%
CCN1CCCC1CNC(=O)C1c2ccccc2C(=O)N(CCOC)C1c1ccc(F)cc1 (stereo unspecified)	2%	-3%	-1%	0%	?	5%	-6%	.
COc1ccc(CN(C)C(=O)COC(=O)c2ccc3c(c2)OCO3)cc1OC	-6%	-5%	16%[10 µM]	-8%	-11%	12%	-8%	-13%
COc1cc(SC)ccc1C(=O)Nc1ccc(Br)cn1	-15%	-13%	-71%[inhibitor][10 µM]	-19%	-4%	4%[9.22 µM]	-16%	.
CCN(CC)C(=O)CSc1nnc(-c2ccccc2)n1N	-12%	-3%	-1%[0.074 µM]	-14%	-4%	-2%	2%	-15%
CCOC(=O)c1c(NC(=O)C(C)Oc2ccc(Cl)c(C)c2)sc2c1CCCC2 (stereo unspecified)	?	?	.	-9%	.	.	.	3%
O=C(CCNc1cc(Cl)cc(Cl)c1)c1cccs1	-8%	1%	-1%	?	1.6µM*	-8%	4%	-15%
NC[C@@H]1O[C@H](O[C@H]2[C@@H](O)[C@H](O[C@@H]3[C@@H](O)[C@H](N)C[C@H](N)[C@H]3O[C@H]3O[C@H](CO)[C@@H](O)[C@H](O)[C@H]3N)O[C@@H]2CO)[C@H](N)[C@@H](O)[C@@H]1O	-7%	-3%	.	-8%	.	.	6%	.
COc1ccc(CNc2ccccc2)cc1Br	?	4%	2%[10 µM]	?	12%	0%	-8%	-3%
CCOc1cccc(C2c3c(oc4ccccc4c3=O)C(=O)N2c2ccccn2)c1 (stereo unspecified)	-5%	-6%	-3%	-7%	10%	3%	-5%	-5%
C#CCOCCOCCOCCNc1nc(N2CCN(C(=O)[C@H]([C@@H](C)CC)n3cc([C@@H](N)CO)nn3)CC2)nc(N2CCN(C(=O)[C@H](Cc3ccc(O)cc3)n3cc([C@@H](N)C(C)CC)nn3)CC2)n1 (stereo partly specified)	-12%	-6%	4%[10 µM]	-10%	1%	13%[9.22 µM]	-3%	.
O=C(c1ccccc1F)N(Cc1ccc2c(c1)OCO2)Cc1cc2cc3c(cc2n2nnnc12)OCO3	-15%	-2%	-14%	-13%	?	25%	-5%	8%
Cc1ccc(NC(=S)N(CCN(C)C)Cc2cc3cc(C)cc(C)c3[nH]c2=O)cc1	-5%	0%	10%[10 µM]	0%	13%	?	11%	-6%[1.84 µM]
N=C1C(=O)OCC1c1ccccc1NC(=O)c1ccc(F)cc1 (stereo unspecified)	-3%	1%	.	-2%	-2%	9%	11%	1%
Cc1cc(C)c(S(=O)(=O)N2CCN(CCN3C(=O)c4cccc5cccc(c45)C3=O)CC2)cc1[N+](=O)[O-]	-5%	-6%	.	-13%	?	5%	-7%	-8%
Cc1cc(OCC(C)C)ccc1/C(O)=C1/C(=O)C(=O)N(Cc2cccnc2)C1c1ccncc1 (stereo unspecified)	3%	-2%	6%[10 µM]	0%	?	-8%	4%	1%
O=C(Nc1ccc(F)cc1F)NC1CCN(S(=O)(=O)c2ccc(F)cc2)CC1	0%	-2%	-9%	-8%	-5%	-3%	3%	-19%
CC1Oc2ccccc2N(CC(=O)c2cccc(Cl)c2)C1=O (stereo unspecified)	-5%	-2%	-29%[10 µM]	-15%	-8%	-1%[9.22 µM]	8%	-2%
Cc1nn2c(N3CCN(c4ccccn4)CC3)cc(C(C)C)nc2c1-c1ccccc1	-6%	5%	-1%	-15%	-14%	12%	?	-27%
O=c1c2ccccc2c(-c2ccccc2)nn1-c1ccccc1	-2%	-11%	-1%[10 µM]	-3%	.	23%[9.22 µM]	6%	.
Cc1ccc(NC(=O)c2ccc(Cn3cc([N+](=O)[O-])cn3)cc2)c(C)c1	-5%	-4%	.	-5%	-2%	1%	-5%	-18%
O=C(CSc1nc2c(cnn2-c2ccc(F)cc2)c(=O)[nH]1)N1CCCCCC1	-2%	9%	2%	-2%	0.13µM*	-12%	-1%	?
S=c1[nH]nc(-c2ccc(Cl)cc2Cl)n1Cc1ccccc1	-9%	0%	.	-12%	32µM*	3%	-1%	5%
CCn1ccnc1CN(C)Cc1nc(-c2cccc(Cl)c2)no1	-1%	-1%	-14%	-3%	5%	-22%	15%	.
CC(=O)Nc1ccc(NC(=O)C2CC(=O)Nc3nc4ccccc4n32)cc1 (stereo unspecified)	-3%	-3%	6%[10 µM]	-12%	.	21%[9.22 µM]	-1%	.
